High-throughput results as filed in PubChem BioAssay.
ABCB6 inh MLPCN = human ABCB6 transporter inhibition. K562-ABCB6 porphyrin accumulation, flow cytometry, 1 h; active compounds read low. 360,000 compounds, 0.19% hits. fluorescence ratio to DMSO, % at 10 µM. AID 602162;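 active = fluorescence ratio to DMSO below 75%, the collection mean minus 3 SD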;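 note: signal is porphyrin accumulated inside mitochondria; 100% equals median channel fluorescence of DMSO control wells; lower ratio means ABCB6 inhibition with less porphyrin fluorescence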
MC4R antagonist = human MC4R antagonism in cAMP assay. MC4R-expressing cells, MTII-stimulated cAMP, LANCE TR-FRET. inhibition, % at 6.5 µM. 360,000 compounds, 0.48% hits. AID 540295;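 active = inhibition above its plate's cutoff, the mean of tested wells on that plate plus 3 SD, cut at about 29% in these data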;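 note: 0% = Melanotan II alone and 100% = Melanotan II plus saturating MCL0020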
Target sequence (P32245 whole entry, looked up): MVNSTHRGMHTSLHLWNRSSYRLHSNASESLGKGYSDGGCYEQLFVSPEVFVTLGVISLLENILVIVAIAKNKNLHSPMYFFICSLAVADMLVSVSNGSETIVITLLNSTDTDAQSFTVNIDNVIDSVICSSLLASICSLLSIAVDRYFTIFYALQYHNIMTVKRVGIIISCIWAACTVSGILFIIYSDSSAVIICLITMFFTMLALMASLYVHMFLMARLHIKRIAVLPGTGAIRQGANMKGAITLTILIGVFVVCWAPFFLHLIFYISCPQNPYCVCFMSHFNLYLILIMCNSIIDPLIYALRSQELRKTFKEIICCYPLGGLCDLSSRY
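Material: U2OS-MC4R stable cell line | Reagent: Melanotan II challenge after compound preincubation | Doses: One concentration, 6.5 µM nominal | Incubation: 30-min compound preincubation, 1-h Melanotan II challenge, 1-h detection, room temperature | Signal: TR-FRET cAMP assay | Replicates: One well per compound, no replicates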
MC4R barr agon = activates human MC4R beta-arrestin recruitment; U2OS MC4R beta-arrestin complementation, luminescence; percent of melanotan II response, DMSO zero; 360,000 compounds, 0.98% hits; activation, % at 8.9 µM; P32245; AID 540308;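 active = activation above a per-plate cutoff, the mean activation of sample wells on that plate plus 3 SD, cut at about 8% in these data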
Glyco luc inh = N-linked glycosylation inhibition | D54 ERlucT glycosylation luciferase reporter, 24 h; percent of 100 nM tunicamycin response | reporter increase, % at 12.5 µM | 360,000 compounds, 0.23% hits | AID 588692;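 active = mean luciferase reporter signal, scaled so untreated is 0 and the glycosylation-blocking control 100, at or above a set limit in every replicate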;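 note: luciferase carries N-glycosylation sites so blocking glycosylation raises the light; 0% = median of neutral control wells and 100% = median of 100 nM tunicamycin wells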
Cardio protect = protects H9c2 cardiomyocytes from peroxide injury | H2O2 injury protection, ATPLite, 2 h | protection from H2O2 cell death, % at 20 µM | 360,000 compounds, 0.63% hits;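 active = compounds giving at least 50% protection of heart cells from peroxide-induced death in the single-dose screen, raw or plate-pattern-corrected value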;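 note: 0% = DMSO wells with peroxide and 100% = DMSO wells without peroxide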
PDI inh = blocks human protein disulfide isomerase activity | P07237 | PDI insulin aggregation turbidity, A650, 90 min | inhibition, % at 10 µM | 350,000 compounds, 0.052% hits | AID 588391;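 active = mean inhibition across replicates of 30% or more, whatever share of single replicates reach that level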;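 note: absorbance from insulin aggregation driven by PDI reduction with DTT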
Vif inh = HIV Vif inhibition; HEK293T cells, Vif self-association by quenched fluorescence, imaging, 24 h; inhibition, % at 7.49 µM; 340,000 compounds, 0.35% hits; AID 602346; in the data active = inhibition above about 50%, passing the limit was not always enough; note: some results filed as inactive read as strong as hits
CaV13 ICDI inh = Disruptors of the CACNA1D IQ motif to Ca2+-dependent inactivation inhibitor domain association, primary screening, Förster resonance energy transfer in intact living …; HEK cells, CFP/YFP FRET ICDI-IQ, plate reader, 10 min; percent FRET-ratio fall versus neutral wells; inhibition, % at 12.3 µM; 340,000 compounds, 0.098% hits;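 active = mean replicate inhibition of at least 30% and at least 1% of replicates passing that level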;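 note: 0% = median of the neutral control wells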
aDG glyco act = increases alpha dystroglycan glycosylation; Pro5-aDG cells, alpha-DG glycosylation AlphaScreen (IIH6); 0% Pro5, 100% B10-LARGE cell signal; activation, % at 10 µM; 360,000 compounds, 0.22% hits; AID 624168;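 active = activation of at least 8% versus controls, or a plate z-score of at least 8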;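 note: Pro5 are CHO cells carrying HIG-tagged alpha-DG that lacks glycosylation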
m5-HT2A agonist = agonists of mouse serotonin 5-HT2A receptor (HTR2A). CHO-K1 mHTR2A beta-arrestin complementation, luminescence; percent of 30 µM serotonin response. activation, % at 7.6 µM. 360,000 compounds, 0.66% hits. AID 624169;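 active = activation above a run cutoff, the mean activation of all tested compounds plus 3 SD, cut at about 14% in these data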;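 note: 0% = plate median of compound wells and 100% = 30 µM serotonin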
Target sequence (P35363 whole entry, looked up): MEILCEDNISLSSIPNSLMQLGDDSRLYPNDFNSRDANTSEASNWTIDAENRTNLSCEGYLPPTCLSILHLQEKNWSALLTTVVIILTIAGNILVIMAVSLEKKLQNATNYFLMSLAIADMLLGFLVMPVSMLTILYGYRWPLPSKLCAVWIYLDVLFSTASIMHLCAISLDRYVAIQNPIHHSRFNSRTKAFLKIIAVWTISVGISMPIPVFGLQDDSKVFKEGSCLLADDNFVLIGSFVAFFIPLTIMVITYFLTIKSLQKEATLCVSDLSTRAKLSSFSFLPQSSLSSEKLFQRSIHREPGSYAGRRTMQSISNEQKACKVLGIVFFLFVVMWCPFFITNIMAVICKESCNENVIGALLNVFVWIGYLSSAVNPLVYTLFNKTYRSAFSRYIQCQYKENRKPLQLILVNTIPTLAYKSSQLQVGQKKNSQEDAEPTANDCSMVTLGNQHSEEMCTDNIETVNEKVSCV
The depositor's hits bear a star; x = not tested or not shown.

No.	SMILES	MC4R barr agon	m5-HT2A agonist	CaV13 ICDI inh	Cardio protect	Glyco luc inh	PDI inh	Vif inh	MC4R antagonist	ABCB6 inh MLPCN	aDG glyco act
1	O=[N+]([O-])c1ccc(/C=N/NS(=O)(=O)c2ccc(Cl)cc2)o1	-0.9	3.7	-5.2	3.7	3.0	-4.1	5.6	6.3	99.0	0.2
2	CC(C)(CO)N=C1NS(=O)(=O)c2cc([N+](=O)[O-])ccc21	1.2	2.4	-4.6	1.8	4.9	14.1	0.5	6.3	99.0	0.6
3	Cc1nnc(CN(C)Cc2cn[nH]c2-c2ccc(-c3ccccc3)cc2)o1	-0.6	-3.4	-7.1	5.1	0.6	-5.0	-4.5	-4.2	97.0	0.0
4	CCCCN(C(=O)NC(=O)Nc1ccccc1OCC)S(C)(=O)=O	-1.0	-0.2	-5.0	-12.6	1.1	-4.4	-2.3	3.2	97.0	0.0
5	CC1CCCCN1C(=O)Cn1cnc2cc([N+](=O)[O-])ccc2c1=O (stereo not drawn)	-0.1	2.2	-6.7	0.5	-0.1	12.5	-11.1	11.4	99.0	0.1
6	CCOC(=O)c1c(CN2CCN(C)CC2)n(-c2ccccc2)c2cc(Br)c(O)cc12	1.9	-4.1	8.5	-17.7	-2.8	14.1	-0.9	3.7	93.0	1.5
7	CC(Sc1nncn1C)C(=O)Nc1nnc(-c2ccccc2)s1 (stereo not drawn)	0.3	5.4	-1.9	-3.0	-0.6	x	-2.9	-4.2	99.0	0.2
8	O=C(Nc1ccc(N2CCOCC2)cc1)C1CC(O)CN1S(=O)(=O)c1ccc(Cl)cc1 (stereo not drawn)	-0.2	4.5	-2.5	-7.6	-0.2	8.1	-0.8	4.4	101.0	-0.1
9	Cn1cc(C(=O)c2ccc(Cl)cc2Cl)cc1C(=O)N/N=C(\N)COc1ccc(Cl)cc1Cl	-1.8	-0.5	x	85.8*	6.4	12.3	-0.4	-6.1	100.0	0.7
10	Cc1ccc2c(c1)nnn2C1CCN(CC(=O)Nc2ccc(F)cc2)CC1	-2.0	-4.8	-4.7	-5.7	-1.5	6.5	-0.5	0.9	95.0	0.2
11	O=C(Nc1ccc(F)cc1)c1ccc(-n2cncn2)c([N+](=O)[O-])c1	1.3	-1.3	-4.4	-4.0	0.1	3.7	0.7	5.5	94.0	-0.1
12	CCN(CC)c1ccc(CNc2ccc3c(c2)ncn3C(C)(C)C)cc1	-0.3	-0.8	-2.0	-16.9	-1.1	-1.4	x	3.1	97.0	-0.2
13	COc1ccc(C(C)(C)C)cc1NC(=S)NCCN1CCOCC1	-1.9	-4.2	-10.0	-0.9	-0.9	2.9	-10.7	6.7	97.0	-0.1
14	COc1ccc(NC(C)=O)cc1S(=O)(=O)NC(Cc1ccccc1)C(=O)O (stereo not drawn)	-1.1	-0.2	-6.2	9.3	0.1	-3.9	2.3	4.8	98.0	-0.1
15	O=C1CSC(=NC2CCCCC2)N1	-0.7	2.5	x	-2.5	0.1	-9.4	9.4	4.7	92.0	-0.1
16	C[C@@H](C(=O)NCc1ccccn1)[C@@H]1C[C@@]1(C)[C@@H](NC(=O)OCc1ccccc1)c1ccccc1	-1.0	-3.6	-11.6	-5.4	-3.2	-17.1	10.4	1.4	100.0	0.0
17	COc1ccc(C(=O)OC(C(=O)c2ccccc2)c2ccccc2)cc1 (stereo not drawn)	-3.0	-3.4	-3.1	-5.7	-1.9	11.6	35.5	4.0	89.0	0.2
18	CNc1nc(-c2ccc([N+](=O)[O-])cc2)cs1	-1.7	6.9	x	-10.3	-1.3	-4.5	-8.2	3.5	87.0	-0.2
19	CCC1Oc2ccccc2N(CC(=O)NCCCN2CCN(Cc3ccccc3)CC2)C1=O (stereo not drawn)	0.1	0.8	-5.9	4.4	-3.2	-0.8	12.5	-1.9	94.0	0.2
20	NC(=O)C1CCN(c2oc(/C=C/c3ccc(F)cc3)nc2S(=O)(=O)c2ccccc2)CC1	0.8	7.3	-2.3	-4.0	-2.4	3.1	-2.8	0.2	99.0	-0.2
21	c1ccn(-c2ncnc3sc4c(c23)CCCC4)c1	-1.4	12.8	-0.1	-0.6	-2.0	-11.0	-5.8	-1.3	90.0	0.0
22	O=S(=O)(NCC1CCN(S(=O)(=O)c2ccccc2)CC1)c1ccccc1	-0.5	2.1	-4.5	-4.6	-1.6	-0.4	26.0	10.7	100.0	0.0
23	CNCCOc1ccccc1C(C)(C)C	-1.0	-4.5	-5.2	-2.5	-1.6	-7.4	18.3	-9.6	98.0	0.7
24	O=C(CCc1c[nH]c2ccccc12)NCc1ccco1	-1.2	-3.0	2.0	-0.4	0.1	2.6	1.0	6.4	102.0	0.2
25	O=C(NNS(=O)(=O)c1ccc([N+](=O)[O-])cc1)c1ccc([N+](=O)[O-])cc1	-0.4	-3.3	-20.7	-1.5	-0.3	-0.1	3.7	18.8	99.0	-0.2
26	COc1ccc(-n2ccnc2SCC(=O)NO)cc1	1.1	-0.8	-2.2	-1.3	-1.3	4.9	-5.1	13.2	104.0	0.3
27	COc1ccc(OC)c(C(c2nnnn2Cc2ccccc2)N2CCN(C3CCCCC3)CC2)c1 (stereo not drawn)	4.0	-4.3	-0.1	14.9	-3.8	-3.5	2.9	7.3	99.0	-0.4
28	CCc1ccc2[nH]cc(C(=O)N3CCCCCC3)c(=O)c2c1	0.0	-1.3	-4.1	3.7	0.8	-0.1	2.3	-5.3	96.0	-0.2
29	CCc1ccc2oc(=O)cc(CN3CCN(Cc4ccccc4)CC3)c2c1	1.4	-10.6	-2.2	3.5	-1.0	0.6	-11.3	6.0	96.0	-0.1
30	CC(C)C(=O)Nc1ccc(C(=O)N/N=C/C2CC3C=CC2C3)cc1 (stereo not drawn)	1.4	-3.5	-19.3	6.1	-1.5	8.9	57.9*	-5.1	100.0	-0.4
31	CCn1c(COc2cccc(C)c2)nnc1SCC(=O)NC1CCCC1	1.7	3.7	-7.2	-12.7	-1.1	-4.8	6.6	-3.2	96.0	0.0
32	CCCC(=O)NC(=S)c1c(C)n(C)n(-c2ccccc2)c1=O	-1.4	5.4	8.0	2.4	0.6	-0.8	-4.0	-3.3	99.0	-0.1
33	NC(=S)N/N=C/c1cn(CCC(=O)O)nc1-c1cccc(Br)c1	-3.4	-3.9	-1.0	2.3	1.1	-1.4	0.1	-3.9	98.0	-0.2
34	COc1ccc(CNC(=O)c2[nH]c(C)c(C(C)=O)c2C)cc1	-1.8	-4.6	-2.6	-5.3	2.7	-3.3	-9.1	8.0	92.0	0.1
35	Cc1occc1C(=O)N1CCCC(CO)(Cc2ccc(F)cc2F)C1 (stereo not drawn)	-2.6	-2.3	-2.2	5.5	-0.4	8.6	10.2	-4.7	96.0	0.4
36	c1ccc(CCCCc2ccccn2)cc1	-1.0	1.2	-3.1	0.9	-0.7	8.5	4.5	10.5	99.0	-0.1
37	O=C(CCNC(=O)c1ccco1)Nc1ccc(Cl)cc1F	0.7	-0.3	-1.7	-2.7	0.1	5.7	5.9	7.3	101.0	0.1
38	OCC[C@@H]1C[C@@H](O)[C@H](O)[C@@]2(OCc3ccccc32)O1	0.2	2.4	-4.7	0.9	3.0	16.4	1.3	-2.1	93.0	-0.1
39	Cc1nnc(SCC(=O)Nc2ccc3c4c(cccc24)CC3)n1C	0.0	-1.5	x	-2.6	-0.4	-6.4	-18.9	-6.4	101.0	0.1
40	CCc1ccccc1N(CC(=O)N1CCCCC1)S(=O)(=O)c1ccccc1	-1.3	-3.5	-7.2	3.6	0.8	5.2	6.4	11.7	107.0	0.0
41	CC(=O)Nc1cccc(C(=O)/C=C/c2ccc(F)cc2)c1	-1.5	-11.9	1.0	-19.8	-7.8	-8.2	21.8	2.2	101.0	0.1
42	O=C(NC1CCCCC1)c1cccc(N2C(=O)CCC2=O)c1	-1.6	0.8	-2.4	3.0	0.1	-9.5	-0.4	-5.6	105.0	-0.2
43	O=S(=O)(c1ccccc1F)N1CCCc2ccccc21	-1.3	4.9	-2.6	-0.9	-1.7	-2.8	0.4	17.6	100.0	0.0
44	O=[N+]([O-])c1ccc(OCCO)c(P(=O)(c2ccccc2)c2ccccc2)c1	-0.5	7.1	-4.7	-2.4	-2.0	2.5	-1.7	-3.0	98.0	-0.1
45	Cc1nc2ccccc2cc1C(=O)O	0.1	4.7	x	-0.2	0.2	-15.3	7.4	-2.1	99.0	-0.1
46	Cc1c(CN2CCC(CO)(CCOc3ccccc3)CC2)[nH]c2c(Cl)cccc12	22.0*	3.5	-7.6	-29.9	-2.2	12.3	2.8	4.9	97.0	-0.2
47	CC(=O)Nc1cc(-c2cccc(C(=O)N(C)C)c2)cn2c(-c3ccc(F)c(Cl)c3)cnc12	16.1*	-5.6	-10.8	18.9	13.2	7.4	-6.6	8.8	104.0	-0.2
48	CCc1ccccc1N1C(=O)CN(Cc2cc(OC)c(OC)c(OC)c2)C1=S	-0.2	12.4	-14.7	6.9	0.4	1.1	-6.9	-5.8	95.0	0.0
49	Cc1cc(C)cc(NS(=O)(=O)c2ccc3c(c2)c(=O)n(C)c(=O)n3C)c1	-1.5	3.3	-9.0	28.8	-1.4	-1.6	-2.3	20.6	101.0	0.4
50	N/C(COc1cccc(Cl)c1)=N\O	1.7	-5.5	-4.7	4.4	0.3	-2.4	-1.5	16.9	98.0	0.3
51	O=C(N/N=C/c1ccc2ncccc2c1)c1cccc([N+](=O)[O-])c1	-1.7	6.5	-3.3	4.7	-0.1	-13.3	11.7	-7.2	96.0	0.1
52	COc1cc([N+](=O)[O-])ccc1NC(=O)Nc1cccnc1	-0.8	-5.2	-6.7	-6.2	2.8	-0.7	-4.4	20.8	95.0	-0.3
53	CC(C)[C@H](NC(=O)c1cccc(S(=O)(=O)N2CCOCC2)c1)C(=O)Nc1nc2ccccc2s1	-2.5	-2.4	-8.1	-12.1	-2.1	-1.5	-4.5	25.0	99.0	0.5
54	CN(C)CCCn1c(SCCN2C(=O)c3ccccc3C2=O)nc2ccccc2c1=O	-1.2	3.5	-6.7	10.2	-4.3	5.9	2.5	-6.8	101.0	0.0
55	Cc1cc(NC(=O)CCc2ccc(C)o2)no1	0.6	0.3	-0.4	2.3	1.6	-3.4	30.6	-6.7	91.0	0.1
56	Cc1[nH]c(=O)[nH]c(=O)c1/C=N/NC(=O)[C@H](CC(C)C)NC(=O)OC(C)(C)C	0.3	-5.4	x	7.3	0.8	-1.2	-19.0	0.4	96.0	-0.2
57	O=C(Cn1nnc(-c2ccccc2NC(=O)c2cccs2)n1)Nc1ccccc1	2.5	3.4	x	3.5	-0.9	7.4	1.7	-1.8	104.0	0.1
58	COC(=O)c1ccc(N2C(=O)c3ccc(OC)c(OC)c3C2=O)cc1	1.2	1.1	x	0.3	1.5	-9.0	3.0	4.2	109.0	-0.1
